TcdB GH inh = TcdB glycohydrolase inhibitors, primary screen, biochemical, single point, plate reader; TcdB glycohydrolase enzymatic assay; inhibition, % at 9.99 µM; 350,000 tested, 0.24% active; AID 652162, 2013; in the data active = inhibition above about 10%
BoNT A protease = BoNT/A light chain protease inhibitors, primary screen, biochemical, flow cytometry, MLPCN library. Botulinum neurotoxin type A light chain protease (Clostridium botulinum A str. ATCC 3502). multiplex microsphere protease substrate cleavage. inhibition, % at 10 µM. 360,000 tested, 0.17% active. AID 588499, 2011; also: plate controls were buffer without enzyme for full effect and enzyme alone for no effect
PfHsp40 rescue = rescue of yeast from PfHsp40 toxicity, primary screen, S. cerevisiae, ATP luminescence; S. cerevisiae expressing PfHsp40, growth rescue; growth rescue, % at 12.5 µM; 340,000 tested, 0.68% active; AID 504582, 2011; in the data active = growth rescue above about 28%, passing the limit was not always enough; inconclusive = no clear call, values can overlap the other calls;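 also: yeast W303a lacking pdr1 and pdr3 grown in galactose medium; growth measured after three days at 30 °C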
PrPC TRFRET = inhibitors of human cell surface prion protein PrPC, primary screen, cell-based, TR-FRET | inhibition, % at 13.8 µM | AID 720596, 2013 | Major prion protein (Homo sapiens), P04156 | TR-FRET read-out | 370,000 tested, 0.43% active; in the data active = inhibition above about 24%; also: 0% = median of the test wells and 100% = reference compound wells
Anthrax LF inh2 = Bacillus anthracis LF protease inhibitors, primary screen, biochemical, multiplex microsphere, MLPCN library; AID 588501, 2011; inhibition, % at 10 µM; 360,000 tested, 0.12% active; Lethal factor (Bacillus anthracis), P15917; multiplex microsphere protease cleavage assay; also: plate controls were buffer without enzyme for full effect and enzyme alone for no effect
Target sequence (P15917 whole entry, looked up): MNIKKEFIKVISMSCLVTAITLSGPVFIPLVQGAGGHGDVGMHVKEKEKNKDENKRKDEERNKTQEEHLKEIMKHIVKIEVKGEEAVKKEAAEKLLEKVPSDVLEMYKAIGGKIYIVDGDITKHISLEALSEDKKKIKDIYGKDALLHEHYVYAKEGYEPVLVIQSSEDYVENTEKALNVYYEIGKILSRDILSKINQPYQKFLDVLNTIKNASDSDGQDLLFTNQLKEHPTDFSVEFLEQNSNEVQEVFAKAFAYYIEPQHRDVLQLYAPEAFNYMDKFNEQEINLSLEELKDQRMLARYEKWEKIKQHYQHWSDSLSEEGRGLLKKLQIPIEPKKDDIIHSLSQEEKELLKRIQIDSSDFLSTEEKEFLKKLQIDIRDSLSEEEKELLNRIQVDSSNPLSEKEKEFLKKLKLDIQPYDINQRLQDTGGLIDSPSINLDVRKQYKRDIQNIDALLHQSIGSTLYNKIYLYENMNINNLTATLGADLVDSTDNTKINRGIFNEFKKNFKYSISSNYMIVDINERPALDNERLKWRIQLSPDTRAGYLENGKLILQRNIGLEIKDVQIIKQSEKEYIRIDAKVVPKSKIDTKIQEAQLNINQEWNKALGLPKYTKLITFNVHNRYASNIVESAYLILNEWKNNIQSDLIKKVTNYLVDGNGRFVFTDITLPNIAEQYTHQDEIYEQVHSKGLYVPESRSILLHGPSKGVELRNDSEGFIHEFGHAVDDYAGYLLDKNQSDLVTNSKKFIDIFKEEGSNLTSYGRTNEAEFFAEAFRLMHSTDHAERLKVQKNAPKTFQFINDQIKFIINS
CCHF vOTU inh = CCHFV vOTU protease inhibitors, primary screen, biochemical, Pep-AMC substrate, fluorescence; Crimean-Congo hemorrhagic fever virus L polyprotein viral ovarian tumor (vOTU) protease …; inhibition, % at 11.5 µM; 370,000 tested, 0.55% active; in the data active = inhibition above about 30%; also: 0% = vehicle wells with enzyme and 100% = no enzyme wells
BoNT F protease = BoNT/F light chain protease inhibitors, primary screen, biochemical, flow cytometry, MLPCN library | Multiplex microsphere protease cleavage assay | Botulinum neurotoxin type F light chain protease (Clostridium botulinum) | 360,000 tested, 0.22% active | inhibition, % at 10 µM | AID 588497, 2011; in the data active = inhibition above about 35%, passing the limit was not always enough; inconclusive = no clear call, values can overlap the other calls; also: plate controls were buffer without enzyme for full effect and enzyme alone for no effect
Yp Topo-I inh = Yersinia pestis topoisomerase I inhibitors, primary screen, biochemical, cleavage product accumulation, plate reader, single point; Y. pestis Topo-I cleavage product accumulation; DNA topoisomerase I (Yersinia pestis CO92); 360,000 tested, 0.064% active; activity, % at 10 µM; in the data active = activity above about 50%, passing the limit was not always enough; inconclusive = no clear call, values can overlap the other calls; also: inactives centre near 2
FadD28 FP inh = inhibitors of FadD28 bisubstrate probe binding, primary screen, biochemical, fluorescence polarization, single point. inhibition, % at 12.5 µM. 360,000 tested, 0.22% active; in the data active = inhibition above about 8.5%, passing the limit was not always enough; inconclusive = no clear call, values can overlap the other calls
Starred values were filed as active, the others as inactive; ? = inconclusive; · = not tested or not shown; & = joins results of further samples. Rule as the data show it, unless noted: active = inhibition above about 30%; inconclusive = no clear call, values can overlap the other calls; inactive = below that.

SMILES	TcdB GH inh	BoNT A protease	PfHsp40 rescue	PrPC TRFRET	Anthrax LF inh2	CCHF vOTU inh	BoNT F protease	Yp Topo-I inh	FadD28 FP inh
COc1ccc(-n2ccnc2SCC(=O)Nc2ccc(OC)cc2OC)cc1	·	-0.1	2.0	3	-3	13	-5	3	-1.6
O=C(CCC(=O)N(CC(=O)NC1CCCCC1)Cc1ccccc1)Nc1nccs1	0.4	-2.1	-1.3	-3	3	3	-2	6	-0.4
CNc1cc(N2CCNCC2)ccc1[N+](=O)[O-]	0.6	0.2	0.4	-11	0	1	-1	7	-4.5
COC(=O)c1cccc(NC(=O)CN2CCOCC2)c1	·	0.3	0.0	-6	1	-7	2	1	-4.4
CCn1nnc(-c2ccccc2NC(=O)c2ccc(-n3cnnn3)cc2)n1	·	-0.2	71*	5	-2	9	3	7	1.0
COc1cccc(C(=O)N2C[C@H]3C[C@@H](C2)c2cccc(=O)n2C3)c1	1.1	-0.5	-0.3	3	-3	-1	-7	-5	-1.2
Cc1onc(-c2ccccc2)c1C(=O)Nc1c(C)n(C)n(-c2ccccc2)c1=O	·	0.6	-0.8	-3	0	8	-8	-1	-2.9
Cn1ccc2c(N3CCCCCC3)cc3c(c21)C1CCC3C1 (stereo not drawn)	-0.2	-0.8	·	2	-6	12	-10	·	-5.0
Cc1ccc(S(=O)(=O)N2CCCCC2)cc1NC(=O)Cn1cc(C(F)(F)F)ccc1=O	-0.1	-0.4	-0.2	15	-14	4	-7	4	-0.8
CCN(CC(=O)Nc1ccc(OC)cc1)C(=O)CCc1nc2ccccc2c(=O)[nH]1	1.1	1.1	-1.7	-7	-5	10	2	0	-2.2
CC1CCCC(NC(=O)CSc2nnc(-c3cccnc3)n2N)C1C (stereo not drawn)	0.9	0.7	0.9	-3	3	11	10	1	-1.5
Cc1c(Cl)cccc1Nc1nc(N)nc(CN2CCCCCC2)n1	·	·	-0.9	-3	·	0	·	4	-1.4
COc1ccc(-n2ccnc2CN2CCN(C3CCCC3)C(CCO)C2)cc1 (stereo not drawn)	-0.1	-1.2	-1.2	6	1	15	0	-5	-0.8
S=C(Nc1ccc(Cl)c(Cl)c1)NN1CCOCC1	·	-1.4	-0.2	6	-5	-12	-8	-5	-1.5
Cc1cc(C)c(C#N)c(N2CCN(c3ccccc3F)CC2)n1	0.0	-3.5	-1.2	4	-3	-10	?	-19	-4.1
CCOC(=O)[C@]12CCCC=C1N(Cc1ccc(Cl)cc1Cl)C(=O)[C@H](CC(=O)NCc1ccc(C)o1)C2	1.5	-1.2	·	8	-7	18	-2	·	·
CC(=O)c1cccc(CN2CCN(CCc3ccccc3)C(CCO)C2)c1 (stereo not drawn)	-3.8	0.4	-1.7	-2	2	3	-2	-5	-2.5
CN(C)S(=O)(=O)c1cc(NC(=O)CN2CCN(c3ccc(O)cc3)CC2)ccc1Cl	-0.5	-0.8	1.0	-3	-2	-13	-1	0	-0.3
COc1ccc2[nH]cc(CCNC(=O)Cc3ccc(Br)cc3)c2c1	1.7	-1.1	-0.7	13	6	-12	16	3	-2.7
NC(=O)c1nc(-c2ccco2)nc2c1[nH]c(=O)n2-c1ccc(Cl)c(Cl)c1	0.3	0.8	0.0	-6	0	-16	-3	-2	-2.5
Cc1cc(C)c(S(=O)(=O)c2cccc(C(F)(F)F)c2)c(=O)[nH]1	1.1	0.7	2.2	4	-1	4	-6	-3	2.0
CCC(C)N(C(=O)CSc1nnc(COc2ccccc2F)n1N)C1CCS(=O)(=O)C1 (stereo not drawn)	0.6	4.5	0.5	3	0	-3	2	1	-2.7
COc1ccc(NC(=O)c2ccc(NS(=O)(=O)c3c(C)noc3C)cc2)cc1OC	·	0.7	-0.6	4	2	7	7	-8	2.1
C/C(=N\Nc1nc(C)cc(-c2ccccc2)n1)c1ccc(C)o1	·	-0.1	0.6	-6	-5	21	-13	5	0.0
CC1CCCC(C)N1NC(=O)Cc1ccccc1 (stereo not drawn)	-2.7	3.5	0.5	2	-7	23	16	-8	-1.0
CC(=O)NC(CC(=O)NC1CCCCCC1)c1ccccc1 (stereo not drawn)	·	0.4	-1.0	5	2	9	2	0	-0.4
O=C(CSCc1ccccc1F)NCc1ccc(F)cc1	0.3	-0.4	1.7	-10	-2	-11	-6	7	-5.0
COCCCNC(=S)N1CCC(C(=O)c2ccc3c(c2)OCCO3)CC1	1.7	0.1	-1.9	-8	-3	-3	0	4	0.0
CCN(CC)c1ccc(C(=O)OCC(=O)N2CCCC2)cc1	·	-0.4	-1.0	·	-3	·	-4	7	-3.5
O=C1CCN(Cc2ccc(Cl)cc2)N1	-0.4	-2.5	7.0	0	7	-13	-4	1	-1.0

Next section; it opens with the five that closed the last part.
SMILES	TcdB GH inh	BoNT A protease	PfHsp40 rescue	PrPC TRFRET	Anthrax LF inh2	CCHF vOTU inh	BoNT F protease	Yp Topo-I inh	FadD28 FP inh
CC(=O)NC(CC(=O)NC1CCCCCC1)c1ccccc1 (stereo not drawn)	·	0.4	-1.0	5	2	9	2	0	-0.4
O=C(CSCc1ccccc1F)NCc1ccc(F)cc1	0.3	-0.4	1.7	-10	-2	-11	-6	7	-5.0
COCCCNC(=S)N1CCC(C(=O)c2ccc3c(c2)OCCO3)CC1	1.7	0.1	-1.9	-8	-3	-3	0	4	0.0
CCN(CC)c1ccc(C(=O)OCC(=O)N2CCCC2)cc1	·	-0.4	-1.0	·	-3	·	-4	7	-3.5
O=C1CCN(Cc2ccc(Cl)cc2)N1	-0.4	-2.5	7.0	0	7	-13	-4	1	-1.0
O=c1c(N2CCOCC2)c(N2CCOCC2)c1=O	-1.0	-1.0	0.1	-12	2	6	3	2	-4.8
CCCc1cc(=O)oc2cc(C)cc(OCC(=O)NCC(O)c3ccccc3)c12 (stereo not drawn)	0.2	2.3	0.9	0	-2	4	0	0	-2.7
O=S(=O)(c1ccc(Cl)cc1)N1Cc2ccccc2-n2nncc2C1	0.9	-0.3	·	-1	-7	6	-5	1	-1.5
Cc1cc(C(=O)Nc2cccc3c2O[C@H](CN(C)CC2CC2)[C@@H](C)CN([C@H](C)CO)C3=O)n(C)n1	0.4&2.2	0.4	-0.6	-4	-8	-4	-5	8	-3.2
Cc1ccccc1Nc1c(-c2ccc(N3CCOCC3)cc2)nc2cnccn12	-0.1	-1.9	-1.4	8	-2	-3	-14	15	-2.4
Cc1ccc(C)c(Cn2c(=O)n(CCC(=O)NCc3ccco3)c(=O)c3ccccc32)c1	·	1.6	-0.3	-2	4	2	15	4	-3.1
COc1ccc(C(=O)Oc2ccc(N(C)S(=O)(=O)c3ccccc3)cc2)cc1[N+](=O)[O-]	0.7	0.8	-0.7	-2	1	17	-5	17	0.6
Cc1ccccc1NC(=O)Nc1nc2ccc(S(C)(=O)=O)cc2s1	·	-0.7	-0.6	4	-6	-3	-5	4	-0.1
Cn1c(-c2cccc([N+](=O)[O-])c2)cnc1NCc1ccc(C#N)cc1	1.8	-0.1	0.7	-36	0	7	-6	-2	-3.0
Cn1c(=NC(=O)C(C)(C)C)sc2cccc(F)c21	0.9	-1.7	-1.1	-1	-6	15	-3	8	1.2
Cc1cc(C)nc(N/N=C/c2ccccc2Cl)n1	0.2	-0.7	·	10	-6	-9	-9	-2	-2.8
CNc1nc(NCc2ccc(C)cc2C)c2sccc2n1	-0.1	-0.8	·	18	4	12	-13	-3	-3.5
CCOC(=O)C1CCN(C(=O)CCC(=O)NNc2nc3ccccc3c3nc(C)nn23)CC1	1.1	1.4	0.5	2	0	8	1	1	0.0
O=C1[C@@H]2[C@@H]3C[C@@H]([C@H]4ON=C(c5ccc(Cl)cc5)[C@@H]34)[C@@H]2C(=O)N1C1CCCCC1	-1.2	0.2	5.7	2	0	6	-6	11	-4.5
COc1cc(/C=C2\NC(=S)N(C)C2=O)ccc1O	-5.5	-0.1	0.0	-24	-4	9	-2	0	-3.0
O=C(NCCN1CCOCC1)c1cc(Br)ccc1Cl	0.6	1.2	-0.6	2	-3	-11	5	7	0.5
O=C(c1ccncc1)N1CCCC(N2CCN(c3ccc(F)cc3)CC2)C1 (stereo not drawn)	2.0	-2.2	-0.6	-4	-2	17	-1	0	-2.9
Cc1ccc(C(=O)NNC(=O)c2ccncc2)cc1S(=O)(=O)N1CCCCC1	2.3	-1.9	0.1	4	0	3	-7	-2	0.4
O=C(O)C1(NS(=O)(=O)c2ccc(F)c(Cl)c2)CCCCC1	·	0.3	-0.8	-3	3	1	7	5	-2.7
Cc1ccccc1-n1c(=O)c(C#N)cc2c(=O)n3ccccc3nc21	·	?	1.5	-24	0	-247	-7	2	-4.7
CCOc1ccccc1NC(=O)C1CCCN1C(=O)OCc1ccccc1 (stereo not drawn)	·	0.9	-1.4	-4	2	7	8	12	-2.0
Cc1nnc2sc(-c3ccco3)nn12	0.8	?	-0.3	·	0	·	-2	-1	-3.9
O=C(Nc1c2c(nn1-c1ccc(F)cc1)CS(=O)C2)c1ccc(S(=O)(=O)N2CCOCC2)cc1 (stereo not drawn)	1.4	-0.5	0.4	3	-3	-5	-3	2	1.4
COc1cc(CC2(CCc3ccncc3)C(=O)NC(=O)NC2=O)cc(OC)c1OC	1.3	-0.6	0.2	-6	-5	-6	3	6	0.6
Cc1nnc(SCC(=O)N2CCN(c3cccc(Cl)c3)CC2)n1C1CC1	-0.6	0.1	0.2	-4	-15	3	1	6	-3.2
Cc1cc(C)n2c(SCC(=O)N(C)C3CCCCC3)nnc2n1	0.0	-1.2	0.2	-5	-1	-5	-3	1	0.0
COc1ccc(S(=O)(=O)N2CCOCC2)cc1NC(=O)COC(=O)c1ccc(C)s1	2.0	0.2	3.3	13	3	12	-6	1	0.6
C[C@H]1CN([C@@H](C)CO)C(=O)CCCn2nncc2CO[C@@H]1CN(C)S(=O)(=O)c1ccc(-c2ccccc2)cc1	-1.0&-1.8	-0.4	·	-3	-3	-1	-3	18	-4.1
COc1ccccc1C(=Cc1ccc([N+](=O)[O-])cc1)C(=O)O	0.8	-0.6	·	-18	-4	9	1	-1	-3.4
CC(C)OC(=O)CSc1nnc(-c2ccccn2)n1N	0.8	·	·	-2	·	2	·	-1	-0.4
COC(=O)CCCC(NC(=S)N1CC2C[C@@H](C1)Cn1c2cccc1=O)C(=O)OC (stereo partly drawn)	1.4	-16	0.9	6	-18	-8	-39	5	1.6
CCOC(=O)C1=C(C)S/C(=C\N(C)C)C1=O	·	0.5	0.2	0	1	-4	10	-5	-1.9

2 records picked at random from the list so far, as already listed:
SMILES	TcdB GH inh	BoNT A protease	PfHsp40 rescue	PrPC TRFRET	Anthrax LF inh2	CCHF vOTU inh	BoNT F protease	Yp Topo-I inh	FadD28 FP inh
CC1CCCC(C)N1NC(=O)Cc1ccccc1 (stereo not drawn)	-2.7	3.5	0.5	2	-7	23	16	-8	-1.0
CCCc1cc(=O)oc2cc(C)cc(OCC(=O)NCC(O)c3ccccc3)c12 (stereo not drawn)	0.2	2.3	0.9	0	-2	4	0	0	-2.7

Screening results from PubChem.
